KCNH2 WT inh = qHTS for Inhibitors of KCHN2 3.1: Wildtype qHTS | U2OS, BacMam KCNH2, thallium flux FluxOr; active compounds read low | activity change, % at 1.84 µM | 0.37% of 340,000 active | AID 720551, 2013;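 active = maximum activity change below -70%; inconclusive = maximum activity change between -70% and -50%; inactive = maximum activity change above -50%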; note: % is set by controls: 0 for no effect and ±100 for the full control effect
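U2OS cells transduced with wild-type KCNH2 virus are loaded with FluxOr dye for 45 min, and thallium flux is measured in kinetic reads before and after stimulation buffer. Rate constants are normalized to DMSO controls.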
TSHR antag = Antagonists of the Thyroid Stimulating Hormone Receptor: HTS campaign; Thyrotropin receptor (Homo sapiens), P16473; TSHR-expressing cells, TSH-stimulated cAMP HTRF, 2 h; active compounds read low; activity change, negative = inhibition, % at 11.5 µM; 0.2% of 330,000 active; AID 504810, 2011;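 active = activity change below a set negative limit, meaning inhibition stronger than a set level, cut at about -70% in these data; inconclusive = activity change between two set negative limits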; note: % is set by controls: 0 for no effect and ±100 for the full control effect
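Competitive HTRF cAMP read-out (cryptate anti-cAMP antibody, cAMP-d2; 30 min, room temperature) in freshly harvested TSHR cells. Compounds added before TSH at EC80 (4nM final), followed by 2 hours' incubation at 37 deg C.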
Coupling enz = qHTS Assay for Inhibitors of Fructose-1,6-bisphosphate Aldolase from Giardia Lamblia: Coupling assay counterscreen; coupling enzyme system counterscreen, AmpLite Red fluorescence; activity change, negative = inhibition, % at 58.2 µM, hits read low; 0.67% of 290,000 active; AID 2472, 2010; in the data active = activity change below about -30%; note: % is set by controls: 0 for no effect and ±100 for the full control effect
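Fluorescence at 525 nm excitation and 598 nm emission measured inhibition of the coupled detection system without aldolase. Compounds (at 57.5 uM final) were preincubated 10 min at room temperature with coupling enzyme reagent before a 20 min substrate/AmpLite Red step.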
CXXC DNA block = qHTS Fluorescence Polarization Assay for Inhibitors of MLL CXXC domain - DNA interaction | Potency, µM (series often up to 115 µM), for the others: at the highest dose activity change, negative = inhibition, hits mostly inhibitors | 0.037% of 290,000 active | MLL-CXXC / FITC-HOXA9 DNA fluorescence polarization | AID 2662, 2010; active = well fitted inhibition curve with a large enough effect in the polarisation, with a control signal flat, not every such curve was filed as active; inconclusive = small, poorly fitted or top-dose-only effect, or effect the other way, or a change in a side signal; inactive = no such curve, though single readings can be large or run the other way; the % refers to the polarisation; note: potency is the fitted concentration of half-maximal effect
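Fluorescence polarization: 7 uM MLL-CXXC (stock) preincubated 5 min with compounds, then 50 nM fluorescein-HOX-A9 DNA (stock) added; 30 min ambient. Buffer 50 mM Tris-HCl pH 7.5, 50 mM NaCl, 1 mM DTT, 0.05% BSA.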
Giardia killer = Small Molecules that selectively kill Giardia lamblia: qHTS; Giardia lamblia trophozoite viability; activity change, % at 7.66 µM, hits read low; 0.15% of 340,000 active; in the data active = activity change below about -80%; inconclusive = between about -30% and that limit;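 note: parasites exposed to compound for two days anaerobically before the ATP read; % is set by controls: 0 for no effect and ±100 for the full control effect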
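Trophozoites 100 cells/well + cpd; 48 hrs, 37 deg C, anaerobic. ATPLite 1-Step added, 15-30 min RT, luminescence read (ATP-based viability).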
A-T KAP1 phos = qHTS Assay for Identifying a Potential Treatment of Ataxia-Telangiectasia. […] A-T fibroblasts, KAP-1 phosphorylation AlphaLISA; neocarzinostatin DNA damage 30 min before lysis. Potency, µM (top dose mostly 57.5 µM), inactives show at the highest dose activation, actives largely listed as activators. 0.19% of 320,000 active; note: potency is the fitted concentration of half-maximal effect; % of control where 0% means no effect; nearly all actives have a fitted effect of over 45% in size
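ATM-like activity read as KAP-1 phosphorylation via AlphaLISA donor/acceptor antibody pairs after lysis and 6 hr at 25C. Cells were ATM-null patient fibroblasts ([…], hTERT), dosed 60 min, then exposed to the DSB inducer NCS for 30 min.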
TCR act = Activators of T cell receptors: qHTS campaign; AID 504894, 2011; Potency, µM (doses to about 9.22 µM), for the others: at the top dose activation of IL-2 secretion, most hits filed as activators; 330,000 tested, under 10 active; primary human leukocytes, anti-CD3, IL-2 HTRF, 48 h; note: % of control where 0% means no effect
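HTRF read-out of IL-2 secretion: europium cryptate donor excited at 320nm, d2 acceptor emission at 665nm. Cells were primary human leukocytes incubated 48 hr with compounds and a-CD3 beads, supplying TCR signal only.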
Tb PFK inh = qHTS Assay to Find Inhibitors of T. brucei phosphofructokinase. 0.17% of 330,000 active. T. brucei PFK, ADP-Glo luminescence. Potency, µM (highest dose often 57.5 µM), for inactives: at the top dose activity, negative = inhibition, usual class: inhibitors. ATP-dependent 6-phosphofructokinase (Trypanosoma brucei brucei), O15648;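 note: potency is the fitted concentration of half-maximal effect; 0% = uninhibited 1x PFK enzyme wells and -100% = no-enzyme wells; nearly all actives have a fitted effect of over 60% in size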
Target sequence (O15648 whole entry, looked up): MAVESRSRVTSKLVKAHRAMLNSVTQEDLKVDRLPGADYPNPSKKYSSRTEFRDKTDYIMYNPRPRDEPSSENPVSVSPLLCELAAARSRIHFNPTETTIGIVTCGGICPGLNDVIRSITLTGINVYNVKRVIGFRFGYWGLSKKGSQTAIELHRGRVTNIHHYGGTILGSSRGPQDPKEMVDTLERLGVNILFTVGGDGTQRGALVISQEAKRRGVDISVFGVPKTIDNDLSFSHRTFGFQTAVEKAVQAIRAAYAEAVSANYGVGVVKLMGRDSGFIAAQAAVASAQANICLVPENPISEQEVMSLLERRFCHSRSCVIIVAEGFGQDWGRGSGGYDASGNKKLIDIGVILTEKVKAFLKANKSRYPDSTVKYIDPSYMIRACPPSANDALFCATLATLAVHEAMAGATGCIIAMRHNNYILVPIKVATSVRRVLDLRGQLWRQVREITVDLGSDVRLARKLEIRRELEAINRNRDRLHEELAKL
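Activity is normalized to no-enzyme wells (full inhibition) and 1.25 nM enzyme wells (no inhibition). Reaction: 0.5 mM F6P, 0.1 mM ATP, 45 min RT, ADP-Glo luminescence; concentration-response curves fitted and classed by quality.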
GALK inhibitor = qHTS Assay for Inhibitors of Human Galactokinase (GALK); P51570; Purified GALK, Kinase-Glo residual ATP luminescence; Potency, µM (top dose mostly 57.5 µM), without a hit: at the highest dose activity change, negative = inhibition, most hits filed as inhibitors; 0.007% of 270,000 active; note: potency is the fitted concentration of half-maximal effect; % is set by controls: 0 for no effect and ±100 for the full control effect
Target sequence (P51570 whole entry, looked up): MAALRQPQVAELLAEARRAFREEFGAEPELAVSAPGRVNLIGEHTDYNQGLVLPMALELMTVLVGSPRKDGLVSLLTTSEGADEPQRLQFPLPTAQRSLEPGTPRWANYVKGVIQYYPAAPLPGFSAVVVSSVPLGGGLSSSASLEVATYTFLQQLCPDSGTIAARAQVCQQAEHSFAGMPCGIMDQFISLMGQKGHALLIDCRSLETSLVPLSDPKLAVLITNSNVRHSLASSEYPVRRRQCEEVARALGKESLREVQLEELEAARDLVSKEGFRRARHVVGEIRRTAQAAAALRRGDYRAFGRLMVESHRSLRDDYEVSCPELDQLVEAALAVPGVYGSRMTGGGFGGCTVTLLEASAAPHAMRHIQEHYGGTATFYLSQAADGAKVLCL
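Galactose (100 uM) and ATP (35 uM) were turned over by 5 nM GALK for 1 h at RT. Kinase-Glo Plus then converted the remaining ATP into a luminescent signal.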
BCR signal inh = qHTS Assay to Find Inhibitors of Chronic Active B-Cell Receptor Signaling; ABC-DLBCL IkBa-CBG/CBR reporter, luminescence ratio, 4 h; AID 493014, 2011; Potency, µM (top dose mostly 46.1 µM), for the others: top-dose ratio change, negative = lower green/red ratio, actives largely listed as inhibitors; 0.05% of 340,000 active; active = well fitted inhibition curve with a large enough effect in the signal ratio, with a control signal flat, not every such curve was filed as active; inconclusive = small, poorly fitted or top-dose-only effect, or effect the other way, or a change in a side signal; the % refers to the signal ratio;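 note: potency is the fitted concentration of half-maximal effect; plate controls were basal doxycycline-induced cells for no effect and cells given 10 µM MG132 for full effect; MG132 reads +100%, hits lower the ratio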
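Doxycycline induced both beetle luciferases in TMD8 lymphoma cells; IKK-driven degradation limits the IkappaBalpha-fused green signal, while red luminescence normalises for cell number and nonspecific effects. Compounds tested up to 46 uM, 4 hrs.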
Starred values were filed as active, the others as inactive; ? = inconclusive; · = not tested or not shown; & = joins results of further samples; [ ] = another dose, or the depositor's remark. Unless noted, calls come from the whole dose curve; as a rule, active = well fitted curve in the direction sought with a large enough effect; inconclusive = small, poorly fitted or top-dose-only effect, or another doubt; inactive = no such curve, though single readings can be large; an effect the other way counts as inactive or inconclusive.

nr	smiles	KCNH2 WT inh	TSHR antag	Coupling enz	CXXC DNA block	Giardia killer
1	COc1ccc(-c2cc(C(=O)NC(Cc3c[nH]c4ccccc34)C(=O)O)c(C)o2)cc1OC (stereo not drawn)	6	23	-4	-1%	-8
2	Cc1noc(C)c1COC(=O)c1cc(C)n(-c2ccccc2)c1C	8	-22	5	-3%	2
3	O=C(O)c1ccccc1C(=O)N1CCN(c2cccc(Cl)c2)CC1	-3	4	3	-4%	7
4	CC(C)N1C(=O)CSC1c1ccc(Br)cc1 (stereo not drawn)	23	8	1	-3%	-18
5	O=C(Nc1cccc(F)c1)C1CC(=O)N(c2ccc(Br)cc2)C1 (stereo not drawn)	-7	2	3	1%	-15
6	Nc1ncnc2c1cnn2-c1ccccc1	-10	-8	1&1	-1%	-14
7	CCOC(=O)C1CCN(C(=O)COC(=O)CNC(=O)c2ccc(C(C)(C)C)cc2)CC1	-6	-16	·	·	3
8	Cc1cc(C)cc(NC(=O)C2C3C=CC4(O3)C2C(=O)N(CCCN(C)C)C4C(=O)NC2CCCC(C)C2C)c1 (stereo not drawn)	0	-4	2	5%	-13
9	CC(=O)Oc1oc(-c2ccccc2)nc1C=Nc1ccccc1	-9	11	·	10%	-3
10	CN(C)c1ccc(/C=C/c2ccncc2)cc1	-16	-13	1	?	2
11	O=C(NCc1ccccc1F)C1CCN(C(=O)NCc2ccccc2)CC1	-4	5	5	-4%	-26
12	Cc1cc(Nc2ncc(Cl)cc2Cl)n[nH]1	0	-2	4	5%	-5

nr	A-T KAP1 phos	TCR act	Tb PFK inh	GALK inhibitor	BCR signal inh
1	1%	-8%[46.1 µM]	13%	-4%	?
2	-2%	9%	3%	3%	-2%
3	·	-3%[46.1 µM]	-25%	0%	1%
4	-3%	·	-5%	5%	1%
5	0%	2%	-11%	0%	3%
6	3%	·	-3%	-1%	?
7	0%	0%[46.1 µM]	0%	·	?
8	2%	1%	1%	-2%	11%
9	-2%	4%	-2%	-1%	5%
10	-1%	5%	-4%	0%	?
11	0%	4%	-3%	5%	-1%
12	-3%	8%	0%	0%	?

More results follow.
nr	smiles	KCNH2 WT inh	TSHR antag	Coupling enz	CXXC DNA block	Giardia killer
13	COc1cc(NC(=O)C2=C(C)OCCS2)c(Cl)cc1C(=O)NCCN(C)C	-1	-1	1	4%	29
14	O=C(CCn1cccn1)Nc1ccc(-c2ccno2)cc1	34	11	-1	4%	-16
15	N#Cc1ccc(Cn2c(-c3ccc(F)cc3)noc2=O)cc1	-1	5	-1	1%	-28
16	COc1cccc(C2c3c(oc4cc(C)c(C)cc4c3=O)C(=O)N2CCCN(C)C)c1 (stereo not drawn)	-12	-11	5	7%	4
17	Cc1ccc(SC(C)C(=O)Nc2ncn[nH]2)cc1 (stereo not drawn)	3	1	0	-3%	4
18	CCN1C(=O)CC(N2CCN(c3ccc(C(=O)c4ccccc4)cc3)CC2)C1=O (stereo not drawn)	27	·	-5	-1%	-3
19	CC12CN3CC(C)(CN(C1)C3c1c[nH]c3ccccc13)C2=O (stereo not drawn)	-8	-7	2	8%	18
20	Cc1ccccc1OCC(O)Cn1c(N2CCN(c3ccccc3)CC2)nc2c1c(=O)[nH]c(=O)n2C (stereo not drawn)	-2	10	2	-1%	-15
21	O=C(Cc1ccc(F)cc1)NC1CCCC1	-13	-5	3	5%	-15
22	CCOc1ccccc1NC1=C(Cl)C(=O)N(c2ccccc2)C1=O	20	-7	0	-19%	-20
23	COc1ccc(Cl)cc1-c1nc(SCC(=O)N(C)C)n[nH]1	-10	-8	1	2%	11
24	COc1ccc2oc(C(=O)OCC(=O)NCc3ccco3)c(C)c2c1	3	6	·	·	3

nr	A-T KAP1 phos	TCR act	Tb PFK inh	GALK inhibitor	BCR signal inh
13	13%	-1%	0%	·	-1%
14	-2%	-1%	-8%	2%	0%
15	6%	-1%	0%	-2%	-1%
16	5%	-6%	3%	2%	-3%
17	-12%	-1%	-4%	-1%	13%
18	·	1%	·	0%	·
19	2%	4%	-1%	0%	-1%
20	-3%	-5%	8%	·	0%
21	5%	-7%	0%	-2%	9%
22	-6%	3%[46.1 µM]	0%	-3%	?
23	2%	1%	1%	1%	?
24	-4%	3%	9%	·	7%

The listing continues:
nr	smiles	KCNH2 WT inh	TSHR antag	Coupling enz	CXXC DNA block	Giardia killer
25	COc1ccc(CCN(C)C(=O)c2ccc(C)c(S(=O)(=O)N3CCCCC3)c2)cc1OC	3	-15	·	·	-29
26	C/C(=N\NC(=O)Cc1ccc(Cl)cc1)c1ccccn1	-10	5	3	-4%	-11
27	Cc1ccccc1-n1c(SCC(=O)N2CCOCC2)nc(O)c(Cc2ccccc2)c1=O	3	6	1	1%	-7
28	Cc1nc(CN2CCCC2=NC#N)n(-c2ccccc2)n1	-15	2	2	3%	-25
29	CCOC(=O)Cn1nc(C)n(-c2ccc(C(C)(C)C)cc2)c1=O	-7	-3	-3	1%	-1
30	CCSc1nnc(-c2cnn(-c3ccccc3)c2-n2cccc2)n1C	4	17	0	11%	20
31	C[n+]1cccc(C(=O)NCC2CCCO2)c1 (stereo not drawn)	11	-3	-3	-1%	12
32	CCC(=O)N(Cc1cc2c(C)ccc(C)c2[nH]c1=O)C1CCCCC1	4	-5	0	-2%	24
33	COc1ccccc1CN(C)C(=O)c1ccc(S(=O)(=O)Nc2c(C)n(C)n(-c3ccccc3)c2=O)cc1	0	-13	·	·	-29
34	O=C(Nc1ccc2c(c1)CCC2)Nc1ccccc1Cl	-11	3	-1	1%	17
35	COc1ccc(OCC2NCCc3cc(OC)c(OC)cc32)cc1 (stereo not drawn)	21	0	-7	28%	-1
36	CCC1(C)Cc2c(sc3nnn(CC(=O)Nc4ccc(Cl)cc4)c(=O)c23)CO1 (stereo not drawn)	8	-12	-4	1%	-1

nr	A-T KAP1 phos	TCR act	Tb PFK inh	GALK inhibitor	BCR signal inh
25	7%	1%	0%	·	-12%
26	16%	-1%	-7%	0%	?
27	2%	7%	1%	2%	-2%
28	-4%	-4%	2%	4%	7%
29	1%	-1%	-4%	-3%	2%
30	8%	-1%	-3%	-4%	?
31	23%	0%[46.1 µM]	0%	-5%	2%
32	-6%	-6%	-2%	0%	2%
33	8%	3%[46.1 µM]	-1%	·	?
34	11%	-4%	1%	-7%	?
35	7%	2%	-12%	6%	-1%
36	1%	0%	-5%	-1%	?

The list continues.
nr	smiles	KCNH2 WT inh	TSHR antag	Coupling enz	CXXC DNA block	Giardia killer
37	O=C(N/N=C/c1ccc(Cl)s1)C(O)c1ccccc1 (stereo not drawn)	-8	8	0	-5%	-16
38	CCn1c(=O)c(C(=O)NNS(=O)(=O)c2ccc(Cl)cc2)c(O)c2ccccc21	3	-4	0	-4%	-9
39	O=C(CCCOc1ccc(Cl)cc1)Nc1ccc(N2CCOCC2)cc1	·	-25	1	-10%	57[activator]
40	CC1(C)CC2CC(C)(CN2S(=O)(=O)c2cccc(N)c2)C1 (stereo not drawn)	-10	4	0	24%	13
41	CCC(=O)c1ccc(OCC(=O)Nc2ccc(S(=O)(=O)Nc3cc(C)nc(C)n3)cc2)cc1	-2	-5	·	·	-4

nr	A-T KAP1 phos	TCR act	Tb PFK inh	GALK inhibitor	BCR signal inh
37	-1%	-5%	0%	6%	?
38	0%	1%[46.1 µM]	-1%	-1%	-19%
39	0%	14%	0%	0%	?
40	·	-4%[46.1 µM]	-8%	-3%	8%
41	10%	-3%[46.1 µM]	1%	·	5%

Copied from above: entries 35–38
nr	smiles	KCNH2 WT inh	TSHR antag	Coupling enz	CXXC DNA block	Giardia killer
35	COc1ccc(OCC2NCCc3cc(OC)c(OC)cc32)cc1 (stereo not drawn)	21	0	-7	28%	-1
36	CCC1(C)Cc2c(sc3nnn(CC(=O)Nc4ccc(Cl)cc4)c(=O)c23)CO1 (stereo not drawn)	8	-12	-4	1%	-1
37	O=C(N/N=C/c1ccc(Cl)s1)C(O)c1ccccc1 (stereo not drawn)	-8	8	0	-5%	-16
38	CCn1c(=O)c(C(=O)NNS(=O)(=O)c2ccc(Cl)cc2)c(O)c2ccccc21	3	-4	0	-4%	-9

nr	A-T KAP1 phos	TCR act	Tb PFK inh	GALK inhibitor	BCR signal inh
35	7%	2%	-12%	6%	-1%
36	1%	0%	-5%	-1%	?
37	-1%	-5%	0%	6%	?
38	0%	1%[46.1 µM]	-1%	-1%	-19%
